HGIII-sPLA2 inh = human group III sPLA2 inhibitors, primary screen, biochemical, QFRET, BODIPY PC-A2 liposome substrate; Group 3 secretory phospholipase A2 (Homo sapiens), Q9NZ20; QFRET BODIPY PC-A2 liposome hydrolysis, fluorescence; inhibition, % at 12.2 µM; actives 0.56% (n = 370,000); AID 743126, 2013;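 active = inhibition above mean plus 3 SD of compounds lying within the high and low control bounds, cut at about 19% in these data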;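 note: 0% = median of test compound wells and 100% = no enzyme DMSO wells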
ADAM10 inh = human ADAM10 inhibitors, primary screen, biochemical, QFRET, HTS. Disintegrin and metalloproteinase domain-containing protein 10 (Homo sapiens), O14672. recombinant ADAM10, EDANS/DABCYL FRET peptide cleavage, 3 h. inhibition, % at 7 µM. actives 0.62% (n = 370,000);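 active = inhibition above a per-campaign cutoff equal to the mean of compounds falling between control-based bounds plus 3 SD, cut at about 20% in these data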;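 note: 0% = DMSO wells while the 100% control is not disclosed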
SMARCA2 activ = SMARCA2 (BRM) function activators, primary screen, cell-based, luminescence, high throughput; actives 1% (n = 370,000); AID 652017, 2013; activation, % at 9.1 µM; MG213 cells, MMTV-luciferase reporter, dexamethasone, overnight; in the data active = activation above about 7.8%;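 note: 0% = vehicle wells and 100% = reference activator wells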
FXN GAA850 act = FXN promoter activators, primary screen, cell-based, luciferase luminescence, HEK293 lucGAA850; actives 0.56% (n = 360,000); HEK293 lucGAA850 FXN promoter luciferase reporter, 24 h; percent of 10 µM SAHA response; activation, % at 6 µM;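 active = activation above the average of all compounds screened plus 3 SD, cutoff fixed separately per campaign, cut at about 7.5% in these data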;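 note: 0% = DMSO wells and 100% = 10 µM SAHA wells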
DAX1 inh-1 = DAX1 (NR0B1) inhibitors, primary screen, cell-based, HEK293, Gal4-DAX1, luciferase luminescence; AID 504766, 2011; actives 0.99% (n = 340,000); HEK293 Gal4-DAX1 luciferase reporter; inhibition, % at 6.75 µM; Nuclear receptor subfamily 0 group B member 1 (Homo sapiens), P51843;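 active = inhibition above the mean over all tested compounds plus 3 SD, cut at about 4.2% in these data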;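 note: 0% = DAX1-transfected cells with DMSO and 100% = empty-vector control cells with DMSO; inhibition shows as a rise in luminescence from relieved DAX1 repression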
DAX1 inh-2 = DAX1 (NR0B1) inhibitors on StAR promoter, primary screen, cell-based, luminescence, SF-1 (NR5A1), full-length DAX-1; HEK293T StAR-luciferase reporter, SF-1/DAX-1 repression relief; inhibition, % at 6.8 µM; actives 1.1% (n = 370,000); AID 652010, 2013;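 active = inhibition above the mean over all tested compounds plus 3 SD, cut at about 3.6% in these data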;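 note: 0% = DAX-1 cells with DMSO and 100% = cells lacking DAX-1 with DMSO; higher inhibition means more luminescence from relief of DAX-1 repression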
GC-B act = human GC-B receptor activators, primary screen, HEK293 GC-B cells, cGMP TR-FRET, EC30 CNP; Atrial natriuretic peptide receptor 2 (Homo sapiens), P20594; 0% at EC30 CNP, 100% saturating CNP; activation, % at 10 µM; actives 0.11% (n = 370,000); AID 1920062, 2024;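 active = activation at 10 µM reaching about 35% in either raw or pattern-adjusted values, limit read from the data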
Target sequence (P20594 whole entry, looked up): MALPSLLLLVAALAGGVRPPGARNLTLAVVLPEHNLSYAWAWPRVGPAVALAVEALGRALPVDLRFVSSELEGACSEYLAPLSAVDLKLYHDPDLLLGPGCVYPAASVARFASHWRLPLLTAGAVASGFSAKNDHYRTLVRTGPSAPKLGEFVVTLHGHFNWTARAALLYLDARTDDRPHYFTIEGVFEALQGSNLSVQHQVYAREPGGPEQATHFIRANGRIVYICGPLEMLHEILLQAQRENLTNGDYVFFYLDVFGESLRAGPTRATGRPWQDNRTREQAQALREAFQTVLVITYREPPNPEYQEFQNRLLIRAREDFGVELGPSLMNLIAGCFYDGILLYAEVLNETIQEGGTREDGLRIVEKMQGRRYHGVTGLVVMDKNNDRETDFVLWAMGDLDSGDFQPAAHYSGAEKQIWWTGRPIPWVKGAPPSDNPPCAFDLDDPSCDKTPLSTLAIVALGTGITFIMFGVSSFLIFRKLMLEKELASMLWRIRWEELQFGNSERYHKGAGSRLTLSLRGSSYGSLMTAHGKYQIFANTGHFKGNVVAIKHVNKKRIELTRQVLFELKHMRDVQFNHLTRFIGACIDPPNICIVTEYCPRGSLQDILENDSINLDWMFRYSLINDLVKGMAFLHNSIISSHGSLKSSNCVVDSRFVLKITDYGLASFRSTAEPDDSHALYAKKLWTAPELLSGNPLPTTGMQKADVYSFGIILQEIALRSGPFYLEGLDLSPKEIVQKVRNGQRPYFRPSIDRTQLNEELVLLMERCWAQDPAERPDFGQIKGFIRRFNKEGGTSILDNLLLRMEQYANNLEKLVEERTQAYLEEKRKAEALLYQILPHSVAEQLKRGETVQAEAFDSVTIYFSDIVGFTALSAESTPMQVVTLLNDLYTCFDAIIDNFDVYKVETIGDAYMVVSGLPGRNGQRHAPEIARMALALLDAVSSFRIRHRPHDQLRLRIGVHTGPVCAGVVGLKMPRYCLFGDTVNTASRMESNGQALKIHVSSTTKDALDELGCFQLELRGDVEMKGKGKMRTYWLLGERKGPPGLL
hcDAF-12 act = H. contortus DAF-12 nuclear receptor activators, primary screen, cell-based, luminescence, HEK293, lit1-tk-luc reporter; AID 652067, 2013; activation, % at 6.8 µM; HEK293 hcDAF-12 lit1-tk-luc reporter; 0% DMSO, 100% Δ7-dafachronic acid; actives 1.4% (n = 370,000);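 active = activation above the mean of all tested compounds plus 3 SD, cut at about 5.5% in these data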;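 note: 100% = response to 3 µM Δ7-dafachronic acid high control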
ssDAF-12 act = S. stercoralis DAF-12 nuclear receptor activators, primary screen, cell-based, luminescence, HEK293, GRIP1 co-expression, lit1-tk-luc. activation, % at 6.8 µM. HEK293 ssDAF-12/GRIP1 lit1-tk-luc reporter; % of 3 µM dafachronic acid response. actives 1% (n = 370,000);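 active = activation above the mean over all tested compounds plus 3 SD, cut at about 0.9% in these data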;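 note: 0% = DMSO-only wells and 100% = 3 µM delta7-dafachronic acid wells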
hgDAF12 agonist = H. glycines DAF-12 receptor agonists, primary screen, cell-based, luminescence, HEK293, GAL4 fusion, UAS-luciferase. Nuclear hormone receptor DAF-12 (Heterodera glycines), GAL4 fusion. actives 1.8% (n = 370,000). HEK293 GAL4-hgDAF12 UAS-luciferase reporter, agonist luminescence; normalized to butyrate control. activation, % at 6.8 µM;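 active = activation above a cutoff set at the mean of all screened compounds plus 3 SD, cut at about 10% in these data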;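 note: 0% = DMSO wells and 100% = sodium butyrate wells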
GC-A act = GC-A stimulated cGMP production enhancers – HEK293 GC-A cells, cGMP TR-FRET, EC30 ANP, primary screen; 0% at EC30 ANP, 100% saturating ANP; activation, % at 10 µM; actives 0.14% (n = 370,000); in the data active = activation above about 40%
The depositor's hits bear a star; · = no result given.

SMILES	HGIII-sPLA2 inh	ADAM10 inh	SMARCA2 activ	FXN GAA850 act	DAX1 inh-1	DAX1 inh-2	GC-B act	hcDAF-12 act	ssDAF-12 act	hgDAF12 agonist	GC-A act
COCc1cc(C)n(CC(=O)OC)c(=O)c1C#N	1	2	5	-0.1	1.2	0.0	0	-1.9	-0.9	4.2	4
Cc1noc(C)c1S(=O)(=O)Nc1ccc2c(c1)C(=O)N([C@H](C)CO)C[C@@H](C)[C@@H](CN(C)Cc1ccc3c(c1)OCO3)O2	-24	-12	0	-2.4	1.3	0.7	-1	0.9	-0.9	0.7	4
COc1cc(OC)c(NC(=O)c2ccc(Br)o2)cc1Cl	1	-8	0	1.8	-1.1	-0.2	-14	4.6	-0.6	0.3	-2
CC1(C(=O)NS(=O)(=O)c2ccc(F)cc2F)CCN1C(=O)C/C=C/c1ccccc1 (centres undefined)	-4	2	1	0.4	·	-0.7	12	0.5	-1.0	-3.0	-1
CCn1c(=O)n(CC(=O)Nc2ccc(F)cc2)c(=O)c2ccccc21	0	-3	0	-0.3	-1.7	-1.8	2	-0.8	-1.6	-0.8	1
CCOC(=O)c1ccc(Oc2c(C)oc3cc(OS(C)(=O)=O)ccc3c2=O)cc1	-25	-15	-3	0.9	-0.8	-0.6	1	-2.8	-1.5	-3.8	1
O=C1c2ccccc2C(=O)N1CCCCON1C(=O)c2ccccc2C1=O	2	15	4	0.0	0.2	0.8	0	-0.7	-1.9	2.6	-4
CCOC(=O)N1CCc2c(sc3nc4n(c(=O)c23)N=C(c2ccc(OC)cc2)CS4)C1	-7	-1	-1	0.7	0.7	0.1	0	-1.3	-1.4	2.9	12
Cc1nc(NC(=S)NC(=O)c2cccs2)ccc1Br	10	3	4	5.5	0.6	0.4	-2	5.3	1.3*	4.6	-2
CCN1CC(CN(C)Cc2nc(-c3ccco3)oc2C)CC1=O (centres undefined)	2	-3	0	-0.2	-0.1	0.1	5	-0.3	-2.1	-1.3	1
CCCN1CCC(Oc2cccc(C(=O)NCCc3ccccc3)c2)CC1	-6	-1	4	-0.8	0.3	2.8	1	0.0	-1.0	2.1	3
COc1cc(SC)ccc1C(=O)N(Cc1ccccc1)c1ccccn1	6	-2	-3	1.8	·	0.7	-10	-0.8	-2.1	-4.4	-23
COc1cccc(C(C#N)N2N=C(C)CC2(C)C)c1O (centres undefined)	0	4	0	1.0	0.3	0.1	-2	2.1	0.1	-0.6	-2
CCCCc1cc(=O)oc2c(C)c(OCC(=O)N3CCC(C(=O)O)(c4ccccc4)CC3)ccc12	-25	-291	1	-2.2	2.4	-1.8	-1	-0.5	-0.8	1.9	2
CC1(C)N=C(N)N=C(N)N1c1ccc(OCC(=O)N2CCOCC2)cc1	2	-15	1	1.4	1.3	0.4	4	0.5	-1.2	0.2	1
O=C1c2cccnc2C(=O)N1Cc1ccc(F)cc1	7	3	6	-1.4	0.9	-0.7	-1	-0.3	-1.2	-1.0	1
COc1c(OC)c(O)c2c(=O)c(O)c(-c3ccccc3)oc2c1OC	2	-5	1	-0.6	2.5	-0.3	-4	-0.7	-0.7	-0.3	-2
Cn1nnnc1SCC(=O)N1CCN(S(=O)(=O)c2ccccc2)CC1	-3	-5	-1	-0.1	1.2	0.6	1	0.0	-0.5	-1.2	0
COc1ccc(Nc2cc(Sc3ccc(OC)cc3)ncn2)cc1	-5	5	-6	-2.0	-0.8	-0.9	-1	-4.3	-1.6	0.3	-4
O=S(=O)(N1CCCCC1)n1nnc2ccccc21	-1	-3	-1	1.3	-0.3	-1.3	5	-1.0	-1.2	3.5	0
CCOC(=O)C(CSCc1ccccc1)NC(=O)OC(C)(C)C (centres undefined)	13	11	0	-1.3	0.2	0.0	-4	-0.2	-0.7	-1.3	-2

Single entries from the list:
Value of CC1(C(=O)NS(=O)(=O)c2ccc(F)cc2F)CCN1C(=O)C/C=C/c1ccccc1 (centres undefined) under SMARCA2 activ: 1
Value of CCCCc1cc(=O)oc2c(C)c(OCC(=O)N3CCC(C(=O)O)(c4ccccc4)CC3)ccc12 under DAX1 inh-1: 2.4

Sorted by the number under HGIII-sPLA2 inh (low to high): 5 of the compounds above
Molecule	HGIII-sPLA2 inh	ADAM10 inh	SMARCA2 activ	FXN GAA850 act	DAX1 inh-1	DAX1 inh-2	GC-B act	hcDAF-12 act	ssDAF-12 act	GC-A act
Cc1noc(C)c1S(=O)(=O)Nc1ccc2c(c1)C(=O)N([C@H](C)CO)C[C@@H](C)[C@@H](CN(C)Cc1ccc3c(c1)OCO3)O2	-24	-12	0	-2.4	1.3	0.7	-1	0.9	-0.9	4
COc1ccc(Nc2cc(Sc3ccc(OC)cc3)ncn2)cc1	-5	5	-6	-2.0	-0.8	-0.9	-1	-4.3	-1.6	-4
CC1(C(=O)NS(=O)(=O)c2ccc(F)cc2F)CCN1C(=O)C/C=C/c1ccccc1 (centres undefined)	-4	2	1	0.4	·	-0.7	12	0.5	-1.0	-1
CC1(C)N=C(N)N=C(N)N1c1ccc(OCC(=O)N2CCOCC2)cc1	2	-15	1	1.4	1.3	0.4	4	0.5	-1.2	1
O=C1c2cccnc2C(=O)N1Cc1ccc(F)cc1	7	3	6	-1.4	0.9	-0.7	-1	-0.3	-1.2	1

Source: PubChem (several laboratories)
